Compound activity as filed in PubChem BioAssay.
C2C12 statin: protects C2C12 myotubes from simvastatin toxicity | ATP luminescence, 48 h; scaled: DMSO 0, geranylgeraniol control 100 | rescue of ATP level, % at 7.49 µM | 0.78% of 330,000 active | AID 602340;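 active = mean ATP rescue above about 67%, or every replicate alone reaching that limit, limit read from the data, passing the limit was not always enough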;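 note: myotubes were challenged with 10 µM simvastatin during compound exposure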
PglD DTNB: inhibitors of Campylobacter jejuni PglD acetyltransferase | purified PglD enzyme, DTNB colorimetric CoA detection | inhibition, % at 12.5 µM | 0.098% of 360,000 active | AID 602405; in the data active = inhibition above about 16%, passing the limit was not always enough; note: strong numbers were not always called active
Numbers without * were called inactive; & = joins results of further samples. This is a subset; rates above refer to the full screens.

SMILES	C2C12 statin	PglD DTNB
Cc1nn(C)c(=O)n1-c1ccc(Oc2ccccc2)cc1	1	5
Cc1ccc2cc(CN(Cc3nnnn3C3CCCCC3)CC3CCCO3)c(=O)[nH]c2c1 (stereo unspecified)	1	-2
O=C(Nc1cccnc1)c1scc2c1OCCO2	10	-1
CCOC(=O)CCc1c(C)c2ccc(OC(C)C(=O)OCC)c(C)c2oc1=O (stereo unspecified)	-26	0
O=C(O)CC(=O)NC12CC3CC(CC(C3)C1)C2	6&3	4
COc1ccc(NC(=O)CSc2nnc(-c3ccccn3)n2N)cc1Cl	-1	1
Cc1ccc(C(C)(C)C)c(OCCCCN2CCCC2)c1	-28	1
Cc1onc(-c2ccccc2Cl)c1C(=O)N1CCN(C/C=C/c2ccccc2)CC1	-15	-5
Brc1ccc(-c2nnc(-c3ccccc3Br)o2)cc1	-32	-3
CSc1nnc(-c2cnccn2)n1CCCN1CCCC1=O	6	-1
CCOc1ccc2[nH]c(=O)c(C(c3nnnn3Cc3ccco3)N3CCCC(C)C3)cc2c1 (stereo unspecified)	12	-5
O=C(CCCn1c(SCC(=O)NCC2CCCO2)nc2ccccc2c1=O)NCC1CCCO1 (stereo unspecified)	27	1
O=S(=O)(N1CCOCC1)n1c(Cc2ccccc2)nc2ccccc21	-2	1
COC(=O)c1cc(S(=O)(=O)Nc2cccc(-c3cnco3)c2)oc1C	10	3
O=C(/C=C/c1ccc(Cl)c(Cl)c1)n1cccn1	0	17
CCOc1ccc(NC(=O)CC2C(=O)N(CC)C(=S)N2CCNC(C)=O)cc1 (stereo unspecified)	-5	11
CC(=O)/C(C(=N)N1CCN(Cc2ccccc2)CC1)=C(\C)O	-1	3
O=c1cc(N2CCC3(CC2)OCCO3)[nH]c(=O)n1-c1ccc(Br)cc1	-1	4
O=C(Nc1ccccn1)C(=O)N1CCCCC1	26	-19
CC(C)(C)NC(=O)C(Cc1ccccc1)NS(=O)(=O)c1ccc2c(c1)CCC(=O)N2 (stereo unspecified)	6	1
O=C1C2CCCN2c2ccc(S(=O)(=O)N3CCOCC3)cc2N1Cc1ccccc1F (stereo unspecified)	10	-5
COc1ccc(NC(=O)CSc2nnc(CCC(=O)Nc3ccc(C)c(Cl)c3)n2C)cc1	0	-1
C=CCn1c(SCC(=O)NCc2ccccc2)nnc1-c1ccccc1O	-5	-4
CN(c1ccccc1)S(=O)(=O)c1ccc(NC(=O)C2CCCCC2C(=O)O)cc1 (stereo unspecified)	4	3
O=C(CCCCCNc1nc(=S)[nH]c2ccccc12)N1CCN(c2ccccn2)CC1	-14	2
Cc1nnc(N(Cc2ccccc2)C(=O)c2cnccn2)s1	-2	-4
O=C1c2cccnc2C(Nc2ccccc2)N1Cc1ccco1 (stereo unspecified)	2	13
CCCC(=O)Nc1ccccc1NC(=O)CN(C)S(=O)(=O)c1ccc(C)cc1	0	-5
CCCCn1cnc2c(cnn2-c2ccc(Cl)cc2)c1=O	-13	-2
CCOc1c(Br)cc(CNc2ccc3c(c2)OCCO3)cc1OC	-90	10
COC(=O)[C@H](CCSC)NC(=O)Nc1ccc(C)cc1	0	-2
COc1ccccc1N(CN1CCCC1=O)C(=O)c1c(F)cccc1F	11	7
CCOC(=O)Cc1csc(NC(=O)CSc2nnc(C)n2C)n1	16	0
COc1ccc(CNC(=O)C(c2ccco2)N(C(=O)c2csnn2)c2cccc(C)c2C)cc1 (stereo unspecified)	-8	1
O=C1C2C(C(=O)N1/N=C/c1ccc([N+](=O)[O-])o1)C1C=CC2C12CC2 (stereo unspecified)	15	-7
CO/N=C/c1ccc(N2CCN(C(=O)c3ccc(F)cc3)CC2)c([N+](=O)[O-])c1	1	-3
CCCCNS(=O)(=O)c1ccc(OC)c(Cl)c1Cl	-1	-7
O=c1c2ccccc2c(C=NC2CCS(=O)(=O)C2)c(O)n1-c1ccccc1 (stereo unspecified)	13	-8
COc1ccccc1CCNC(=O)c1nccnc1C(=O)O	-2	-7
CC(=O)OC(C(=O)NC1CCCCC1)c1ccccc1 (stereo unspecified)	6	3
COCC(C)n1c(C)cc(C(=O)CSc2ccc(NC(C)=O)cc2)c1C (stereo unspecified)	1	-2
COC(=O)Cc1c(C)c2ccc(OCc3nn[nH]n3)c(C)c2oc1=O	-10	-4
Cc1cccc(NC(=O)C2C3C=CC(C4CC34)C2C(=O)O)c1 (stereo unspecified)	-2	5
Cc1nc(-c2cccnc2)sc1C(=O)Nc1cccc(C(F)(F)F)c1	-2	-2
O=C(NCc1ccco1)c1nn2c(C(F)(F)F)cc(-c3cccs3)nc2c1Br	-9	-5
COCC(=O)NC1CCN(C(=O)Nc2ccc(Br)cc2)CC1	-4	-2
COCC(=O)Nc1ccc(Nc2ccccc2)cc1	6	-6
C/C(=N\NS(C)(=O)=O)c1ccc(C)cc1	1	3
Cc1cc(C)n(-c2c(F)c(F)c(CO)c(F)c2F)n1	-13	2
CC(C)CNC(=O)c1coc(=O)c(Br)c1	-75	-7
CCCc1cc(=O)[nH]c(SCC(=O)c2ccc(S(=O)(=O)N3CCCC3)cc2)n1	12	0
Cc1nc(NCc2ccco2)c2oc3ccccc3c2n1	5	5
O=C(NCCCN1CCCC1=O)C1CCN(S(=O)(=O)N2CCOCC2)CC1	-4	6
O=C(NCc1ccccc1)c1ccc(C(=O)N(C2CCCCC2)C2CCCCC2)cc1	37	5
Cn1c(N2CCCC2)nc2c1c(=O)n(Cc1cccc(F)c1)c(=O)n2C	-6	-6
Cn1cccc1/C=N/NC(=O)c1sc2ccccc2c1Cl	0	4
CN1CCN(c2nc(-c3ccc(Br)cc3)nnc2-c2ccccc2)CC1	-8	-3
O=C(Oc1cccc(N2C(=O)CCC2=O)c1)C1CC(=O)N(c2ccc(Br)cc2)C1 (stereo unspecified)	20	-6
C=CCn1c(C(CCC(C)C)CC(C)(C)O)n[nH]c1=S (stereo unspecified)	48	0
Cn1c(=O)c2c(nc(CN3CCN(C(=O)c4ccco4)CC3)n2Cc2ccc(F)cc2)n(C)c1=O	-19	0
(list continues)
SMILES	C2C12 statin	PglD DTNB
CC(C)NCC(O)COc1cccc2[nH]ccc12 (stereo unspecified)	14	7
CCCCCCCCCCC[N+](C)(C)CC/C=C1/c2ccccc2Sc2ccc(Cl)cc21	-48	4
C#CCOCCOCCOCCNc1nc(N2CCN(C(=O)CCCCCCCCCCNC(=O)[C@@H](CCC(=O)O)n3cc(CCCCCN)nn3)CC2)nc(N2CCN(C(=O)CCCCCCCCCCNC(=O)[C@H]([C@@H](C)CC)n3cc(CCCCCN)nn3)CC2)n1	22	-1
CC(=O)C1=C(O)C=C(c2ccco2)CC1c1ccco1 (stereo unspecified)	-8	0
CC(C)c1ccc(OCC(O)Cn2cnc3ccccc32)cc1 (stereo unspecified)	14	1
O=C(Nc1c(C(=O)N2CCOCC2)cnn1-c1ccccc1Cl)c1ccco1	3	0
CCOC(=O)c1ccc(N2C(=O)CC(N3CCN(Cc4ccccc4)CC3)C2=O)cc1 (stereo unspecified)	-3	-3
COc1cc(OC)cc(C(=O)Nc2ncc3c(n2)CC(C)CC3=O)c1 (stereo unspecified)	-15	1
CC1=C[C@H](C)[C@H](c2c(F)cccc2Cl)CC1=O	0	1
Cc1ccc(NCc2nnc(SCC(=O)N3CCCCC3)n2CC2CCCO2)c(C)c1 (stereo unspecified)	12	0
O=C(Nc1ccc(OC(F)F)c(Cl)c1)c1cccc(OC(F)F)c1	-12	5
O=C(NC1CCCC1)c1ccc2nc(-c3ccco3)c(-c3ccco3)nc2c1	-18	0
CC(C)CCn1nnnc1C(c1ccccc1)N1CCN(C)CC1 (stereo unspecified)	-15	5
CCCC(=O)NC(=S)Nc1cccc(NC(=O)c2ccc(Cl)cc2Cl)c1	-18	3
N#Cc1ccc(-n2nccc2-c2cnc3n(c2=O)CCS3)cc1	-5	-3

The last two records of the section before lead into the next.
SMILES	C2C12 statin	PglD DTNB
CCCC(=O)NC(=S)Nc1cccc(NC(=O)c2ccc(Cl)cc2Cl)c1	-18	3
N#Cc1ccc(-n2nccc2-c2cnc3n(c2=O)CCS3)cc1	-5	-3
CS(=O)(=O)N1CCN(C(=O)c2cc(-c3ccncc3)nc3ccc(Cl)cc23)CC1	108*	7
COc1ccc(OC)c(S(=O)(=O)NCc2ccccc2)c1	2	-3
Cc1ccc(Sc2c([N+](=O)[O-])ncn2C)cc1	8	-1
CCN(CC)CCNC(=O)C(C)c1nn(C)c(=O)c2ccccc12 (stereo unspecified)	8	2
CNCc1ccccc1OCC(=O)Nc1ccccc1	-3	3
CCCC(=O)NC(=S)Nc1ccccc1OC	-10	3
Cn1c(=O)[nH]c(=O)c2c1nc(OC(=O)c1ccccc1)n2CC(O)COc1ccc(F)cc1 (stereo unspecified)	27	-1
CC(C)C[C@H](NC(=O)Nc1cccc(C(F)(F)F)c1)C(=O)O	-27	2
CCOC(=O)c1nc(N2CCN(C(=O)OCC)CC2)c2c3c(sc2n1)CCCC3	12	-3
Cc1cc2nc(CCN3CCOCC3)n(S(=O)(=O)c3ccc(C(C)(C)C)cc3)c2cc1C	5	-2
O=C1C2CC=C(Cl)CC2C(=O)N1CCN1CCOCC1 (stereo unspecified)	-13	7
Cc1ccccc1CSCCNS(C)(=O)=O	-5	-7
O=C(Nc1ccc(N2CCCCC2)cc1)c1ccc(F)cc1	-22	1
CCC(CC)C(=O)Nc1cccc(/C(C)=N\NC(=O)c2ccc(C)s2)c1	-30	1
Cc1ccc(NC(=O)C2CCC(=O)N2)cc1C (stereo unspecified)	-3	-7
CCOC(=O)C1=C(c2ccccc2)Nc2ncnn2C1c1ccccn1 (stereo unspecified)	28	-4
O=S(=O)(c1cccs1)N1CCCc2cccc(O)c21	-2	2
S=c1oc(-c2ccncc2)nn1CCc1ccncc1	-3	-2
COC(=O)c1cc2c(ccn2-c2ccc(F)cc2)n1CC(C)C	-48	-7
CC(=O)N1CCN(C(=O)COc2ccc(Br)cc2)CC1	-2	5
CCSc1nc(N)nc(-c2cccs2)c1C#N	-21	2

Looked up by compound from the entries so far:
SMILES	C2C12 statin	PglD DTNB
CC(C)C[C@H](NC(=O)Nc1cccc(C(F)(F)F)c1)C(=O)O	-27	2
C=CCn1c(C(CCC(C)C)CC(C)(C)O)n[nH]c1=S (stereo unspecified)	48	0
O=C(/C=C/c1ccc(Cl)c(Cl)c1)n1cccn1	0	17
COc1ccc(NC(=O)CSc2nnc(-c3ccccn3)n2N)cc1Cl	-1	1
Cn1c(=O)[nH]c(=O)c2c1nc(OC(=O)c1ccccc1)n2CC(O)COc1ccc(F)cc1 (stereo unspecified)	27	-1
O=C(CCCn1c(SCC(=O)NCC2CCCO2)nc2ccccc2c1=O)NCC1CCCO1 (stereo unspecified)	27	1
Cc1ccc(C(C)(C)C)c(OCCCCN2CCCC2)c1	-28	1

One compound at a time, from the list above. Screens in order: C2C12 statin	PglD DTNB
CCOC(=O)C1=C(c2ccccc2)Nc2ncnn2C1c1ccccn1 (stereo unspecified) across the screens: 28	-4
CCSc1nc(N)nc(-c2cccs2)c1C#N across the screens: -21	2
CC(=O)N1CCN(C(=O)COc2ccc(Br)cc2)CC1 across the screens: -2	5
